Compound activity: PubChem BioAssay, Johns Hopkins Ion Channel Center
CHT inh – inhibitors of human choline transporter CHT. Q9GZV3. CHT-expressing cells, membrane potential dye, choline response; hits give low values. B-score at 10 µM. 0.86% of 310,000 active;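 active = B-score over 3 SD under the library average, and starting fluorescence ratio not unusually high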;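 note: choline stimulus applied at its EC90 after an EC20 pre-addition; B-score computed on integrated fluorescence ratio after choline addition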
Target sequence (Q9GZV3 whole entry, looked up): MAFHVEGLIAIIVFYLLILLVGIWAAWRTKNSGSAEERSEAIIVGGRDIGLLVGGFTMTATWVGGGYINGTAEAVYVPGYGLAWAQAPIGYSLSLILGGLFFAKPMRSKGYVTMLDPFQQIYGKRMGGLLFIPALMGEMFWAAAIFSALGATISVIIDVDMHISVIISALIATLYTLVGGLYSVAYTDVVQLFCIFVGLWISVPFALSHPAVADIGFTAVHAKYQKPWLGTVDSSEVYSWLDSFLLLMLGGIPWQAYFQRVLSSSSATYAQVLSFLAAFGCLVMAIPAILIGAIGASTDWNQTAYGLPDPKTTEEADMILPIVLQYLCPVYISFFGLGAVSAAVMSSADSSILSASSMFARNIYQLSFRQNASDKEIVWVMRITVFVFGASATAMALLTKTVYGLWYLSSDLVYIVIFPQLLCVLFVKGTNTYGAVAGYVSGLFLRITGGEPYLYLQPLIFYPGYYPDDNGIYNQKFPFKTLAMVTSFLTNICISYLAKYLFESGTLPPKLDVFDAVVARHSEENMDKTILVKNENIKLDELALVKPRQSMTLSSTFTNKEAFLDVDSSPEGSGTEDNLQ
CHT allo act – human CHT allosteric activation; 0.49% of 310,000 active; B-score at 10 µM; CHT-expressing cells, membrane potential dye, choline EC20; hits give high values; LV-AA mutant CHT in HEK293 cells; AID 488977;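 active = initial fluorescence not abnormally high and integrated response B-score, plate-corrected, over 3 SD above library mean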
Starred values were filed as active, the others as inactive; i = inactive. The order is random. About 1.4% of those tested had a hit in this group.

compound,CHT inh,CHT allo act
CCOc1ccc(S(=O)(=O)N(CC(=O)Nc2cc(C)on2)Cc2ccccc2Cl)cc1,i,i
O=C(NN1CCOCC1)c1ccc(Br)s1,i,i
O=C(CNC(=S)N(Cc1ccc(F)cc1)C1CCCCC1)NC1CC1,i,i
CCCOC(=O)c1ccc(NC(=O)c2ccccc2OC)cc1,i,i
CCC(C)(C)C(=O)O[C@H]1C[C@@H](C)C=C2C=C[C@H](C)[C@H](CC[C@@H]3C[C@@H](O)CC(=O)O3)[C@H]21,i,i
Cc1cc(C)c(OCC(=O)Nc2ccc(NC(=O)c3ccco3)cc2)c([N+](=O)[O-])c1,i,i
NC(=O)c1ccc(Oc2ccc3ccc(=O)oc3c2)c([N+](=O)[O-])c1,i,i
COc1cccc(N(C(=O)CNC(=O)c2ccco2)C(C(=O)NC2CCCC2)c2ccncc2)c1 (stereo not given),i,i
COC(=O)c1sccc1NC(=O)CC1NCCNC1=O (stereo not given),i,i
Nc1nnnn1/N=C/c1ccccc1C(F)(F)F,i,i

Some of the entries above, set out differently:
> O=C(NN1CCOCC1)c1ccc(Br)s1
  CHT inh = i	CHT allo act = i

> O=C(CNC(=S)N(Cc1ccc(F)cc1)C1CCCCC1)NC1CC1
  CHT inh = i	CHT allo act = i

> CCCOC(=O)c1ccc(NC(=O)c2ccccc2OC)cc1
  CHT inh = i	CHT allo act = i

> CCC(C)(C)C(=O)O[C@H]1C[C@@H](C)C=C2C=C[C@H](C)[C@H](CC[C@@H]3C[C@@H](O)CC(=O)O3)[C@H]21
  CHT inh = i	CHT allo act = i

(more compounds)
compound,CHT inh,CHT allo act
N#CC1=C(N)Oc2cc(N)ccc2C1c1cc(Br)cs1 (stereo not given),i,i
Cn1c(=O)c2c(SCC(=O)Nc3cccc(F)c3)nc(-c3ccco3)nc2n(C)c1=O,i,i
COc1cccc(C(CC(=O)NCCN2CCOCC2)NS(=O)(=O)c2ccc(C)cc2)c1OC (stereo not given),i,i
Cn1c(-c2ccc(Br)o2)nc2cc(Br)ccc21,i,i
Cc1cc[n+](-c2[nH]c(=O)sc2/C=N/N=C(\[O-])c2ccncc2)cc1,i,i
COc1ccc(-c2ccccc2NC(=O)C2CCCN(Cc3ccco3)C2)cc1 (stereo not given),i,i
CC1CN2C(c3ccc(Cl)cc3)=CSC2=N1 (stereo not given),i,i
CSc1cccc(CN2CCC(CO)(Cc3cccc(C(F)(F)F)c3)CC2)c1,i,i
Cc1ccc(S(=O)(=O)N2CCCC2C(=O)OCc2nc3ccccc3s2)cc1 (stereo not given),i,i
CCOC(=O)Nc1ccc(OC)cc1S(=O)(=O)N1CCCCC1,i,i
CCOc1ccc(NC(=O)CN(C)C(=O)CCCn2c(=O)oc3ccccc32)cc1OCC,i,i
CS(=O)(=O)Nc1ccc(C2=NN(S(=O)(=O)c3ccc(F)cc3)C(c3ccco3)C2)cc1 (stereo not given),i,i
CCOC(=O)c1c(C)n(CC(O)c2ccccc2)c2ccc(O)cc12 (stereo not given),i,i
COc1ccc(CN2CCc3ccccc3C2)c(OC)c1OC,i,i
COc1ccc(CC(=O)Nc2cc(S(=O)(=O)N3CCCCC3)ccc2N2CCN(C)CC2)cc1,i,i
O=S1(=O)C=C(SCCN2CCCCC2)c2ccccc21,i,i
COc1cc(NC(=O)c2cc([N+](=O)[O-])ccc2NC(=O)CN2CCN(c3ccccn3)CC2)cc(OC)c1,i,i
O=C(c1ccc(Cl)nc1)N1CCN(S(=O)(=O)c2ccccc2)CC1,i,i
COc1ccc(C2CC(c3ccc(F)cc3)Nc3nc(N)nn32)cc1 (stereo not given),i,i
O=c1cc(COc2ncnc3c(Cl)cc(Cl)cc23)nc2sccn12,i,i
Cc1cccc(N(C)C(=O)c2coc(=O)c3ccccc23)c1,i,i
CCOc1ccc(C(=O)Cc2cc(OC)c(OC)cc2[N+](=O)[O-])cc1,i,i
COCCn1nnnc1CN1CCOCC1,i,i
Oc1ccc(Cl)cc1CNc1cccc2cccnc12,i,i
COc1cc(/C=N/N=C/c2c[nH]c(=O)c(C#N)c2Nc2ccccc2)ccc1O,i,i
COC(=O)C1=C(C)NC(=O)NC1c1ccsc1 (stereo not given),i,i
CSc1ccc2c(c1)N(CCC1CCCCN1C)c1ccccc1S2 (stereo not given),i,i
COc1cc(/C=C/C(=O)OCC(=O)N2CCOCC2)ccc1OCC#N,i,i
O=C(Nc1ccc(N2CCOCC2)cc1)C1CC(=O)N(c2ccc(Cl)cc2)C1 (stereo not given),i,i
COc1ccc(-c2ccc(=O)n(CC(=O)NCc3ccco3)n2)cc1,i,i
Cn1c(=O)n(C)c2cc([N+](=O)[O-])c(N3CCN(C(=O)C(C)(C)C)CC3)cc21,i,i
Nc1cc(Nc2ccc(Br)cc2)nc(N)n1,i,i
O=C(Nc1oc2ccccc2c(=O)c1-c1ccc(Br)cc1)c1ccco1,i,i
CC1(C)CC(=O)C/C(=N\NC(=O)c2cccs2)C1,i,i
O=C(Nc1nc(-c2ccc(Cl)cc2)cs1)C1CCCO1 (stereo not given),i,i
CC(C)(C)n1ncc2c(=O)n(CC(=O)OCc3ccccc3)cnc21,-6.71*,i
CCOc1cc(CNc2ccc(N3CCCCC3)cc2)cc(Br)c1OCC(=O)NC(C)(C)C,i,i
COc1ccc(S(=O)(=O)N(CCc2ccccc2)CC(=O)NC(C)C)cc1,i,i
O=C(CSCc1n[nH]c(=O)[nH]1)NCCOc1cccc(Oc2ccccc2)c1,i,i
COC(=O)c1sc(NC(=O)COc2cccc3ccccc23)nc1C,i,i
COc1ccc(-c2nc(-c3ccccc3)ncc2S(C)(=O)=O)cc1,i,i
COc1ccc(C(=O)Nc2ncc3c(n2)CC(c2ccco2)CC3=O)cc1 (stereo not given),i,i
CCOC(=O)c1c(C)[nH]c(C)c1C(=O)COC(=O)c1cccc(S(=O)(=O)N(CC)CC)c1,i,i
Cc1ccc2oc(=O)c3cc(C(=O)N4CCN(C)CC4)sc3c2c1,i,i
CCCc1cc(=O)[nH]c(SCC(=O)N2N=C(c3ccc(Cl)cc3)CC2c2ccco2)n1 (stereo not given),i,i
COC(=O)C(CC(C)C)N1CCC(=O)c2ccccc2S1(=O)=O (stereo not given),i,i
O=C(c1cnccn1)N(Cc1cccs1)C1(C(=O)NC2CCCC2)CCCCC1,i,i
CCOC(=O)CSc1nnc(-c2ccc(S(=O)(=O)N3CCOCC3)cc2)n1-c1ccccc1,i,i
Cn1cc(CN2CCN(Cc3ccc4c(c3)OCO4)CC2)c(-c2ccccc2F)n1,i,i
COc1cc(/C=C(/C#N)C(=O)Nc2ccccc2)c(Br)cc1OCc1ccc(C(=O)O)cc1,i,i

Later entries:
compound,CHT inh,CHT allo act
CCOc1ccccc1-n1c(SCC(=O)Nc2ccccc2C(=O)O)nc2ccccc2c1=O,i,i
CCOC(=O)C1=C(C)NC(=O)NC1c1ccc(OCC(=O)N2CCCCC2)cc1 (stereo not given),i,i
CCN(CC)c1ccc(C(NC(C)=O)NC(C)=O)cc1,i,i
CN1CC(=O)NC1=NC(=O)c1cc(F)c(F)cc1Cl,i,i
O=C(O)c1oc2ccccc2c1CN1CCN(c2ccccc2)CC1,i,i
COc1cc(O)cc2cc3c(c(O)c12)C(=O)CC(C)(O)O3 (stereo not given),i,i
CCOc1ccccc1N(CC(=O)NCCSc1ccccn1)S(=O)(=O)c1ccccc1,i,i
O=S(=O)(c1ccc(N2CCCC2)cc1)C(F)(F)F,i,i
CCCCOc1ccc(C(=O)NCC(=O)N(C)CC(=O)Nc2ccc(N3CCOCC3)cc2)cc1,i,i
COc1ccc(CC(NC(C)=O)C(=O)NC2CCN(C(=O)C3CCCCC3)CC2)c(OC)c1 (stereo not given),i,i

Sorted by number of heavy atoms (highest first): 3 of the compounds above.
compound,CHT inh,CHT allo act
CCOc1ccccc1-n1c(SCC(=O)Nc2ccccc2C(=O)O)nc2ccccc2c1=O,i,i
COc1cc(O)cc2cc3c(c(O)c12)C(=O)CC(C)(O)O3 (stereo not given),i,i
O=S(=O)(c1ccc(N2CCCC2)cc1)C(F)(F)F,i,i

Further results follow:
compound,CHT inh,CHT allo act
CC1=NN(C(=O)COc2ccccc2C)C(O)(c2ccc(Cl)cc2)C1 (stereo not given),i,i
Cc1[nH][nH]c(=O)c1C(c1ccc([N+](=O)[O-])cc1)c1c(C)[nH][nH]c1=O,i,i
CCCn1c(CCC(=O)O)ccc1-c1ccccc1,i,i
O=C(NCCN1CCN(C(=O)c2cccs2)CC1)c1cccs1,i,i
C/C(=N\NC(=O)c1ccccc1)c1ccc2c(c1)OCO2,i,i
O=C(N/N=C/c1cc(Cl)cc([N+](=O)[O-])c1O)NC12CC3CC(CC(C3)C1)C2,i,i
CC(C)c1ccc2c(c1)C(c1ccc(N3CCOCC3)cc1)=NNC(c1cccs1)=N2,i,i
COc1ccc(S(=O)(=O)N2CCC(C(=O)N3CCc4ccccc4C3)CC2)cc1C,i,i
COc1ccc(N2C(=O)CC(N3CCC(C(N)=O)CC3)C2=O)cc1 (stereo not given),i,i
C=CCSc1nnc(Cc2cc(=O)[nH]c(=O)[nH]2)n1-c1cc(C)ccc1C,i,i

Printed as active in CHT inh, among the entries above:
SMILES	CHT inh
CC(C)(C)n1ncc2c(=O)n(CC(=O)OCc3ccccc3)cnc21	-6.71*

More records:
compound,CHT inh,CHT allo act
CCC(=NCc1ccccc1)c1c(C(F)(F)F)[nH]n(-c2nc3ccccc3s2)c1=O,i,i
COc1ccc(Cl)c(NC(=O)Nc2c(C)n(-c3ccccc3)c(=O)n2C)c1,i,i
COc1ccc(NC(=O)CSc2nnc(-c3ccccn3)n2N)cc1,i,i
C=CCc1cccc2cc(C(=O)Nc3ccc(S(=O)(=O)Nc4nnc(CC)s4)cc3)c(=O)oc12,i,i
C/C(CC(=O)Nc1ccc2c(c1)OCO2)=N\NC(=O)OC(C)(C)C,i,i
COc1ccccc1C(C[N+](=O)[O-])c1c(N)n(C)c(=O)n(C)c1=O (stereo not given),i,i
O=C(CCSCc1ccccc1Cl)NC1CCCC1,i,i
O=Cc1c(NCc2ccc(F)cc2)c2ccccc2[nH]c1=O,i,i
CCc1ccc2oc(C(=O)NCC(c3ccc(OC)cc3)N3CCCCC3)c(C)c2c1 (stereo not given),-6.04*,i
CN(C(=O)c1ccc2c(=O)n3c(nc2c1)CCCCC3)c1ccccc1,i,i
O=C(Nc1cccc(-c2csc(Nc3ccc(Cl)cc3)n2)c1)c1cc([N+](=O)[O-])cc(C(F)(F)F)c1,i,i
CC12CCC(C(=O)N(CC(O)CN3CCCCCC3)C1=O)C2(C)C (stereo not given),i,i
COc1cc(OC)cc(C(=O)NC(=S)N2CCN(c3ccc(C(F)(F)F)cc3[N+](=O)[O-])CC2)c1,i,i
Cc1ccc(Cn2c(N3CCN(CCO)CC3)nc3c2c(=O)n(C)c(=O)n3C)cc1,i,i
COc1ccc(Cc2noc(-c3ccc([N+](=O)[O-])cc3)n2)cc1OC,i,i
O=C(Cc1ccccc1)N/N=C/c1ccc(OC(=O)/C=C\c2ccco2)cc1,i,i
OC(CN1CCCCC1)Cn1c2ccc(Cl)cc2c2cc(Cl)ccc21 (stereo not given),i,i
Nc1cc(OC(=O)c2ccccc2Br)nn1S(=O)(=O)c1ccccc1,i,i
COCCCN1C(=O)c2ccccc2C1C(=O)NC1CCCCCC1 (stereo not given),i,i
O=C(c1cc2c(s1)CCCC2)n1cccn1,i,i
CCn1c(CSc2nc(C)cs2)nc2cc(S(=O)(=O)N(C)C)ccc21,i,i
CCn1c(SCC(=O)Nc2nc(-c3ccc(C)cc3)cs2)nnc1-c1ccccc1,i,i
CC(=O)Nc1ccc(C(=O)N/N=C/c2ccncc2)cc1,i,i
C=CCn1c(SCC(=O)NCC2CCCO2)nnc1-c1ccccc1 (stereo not given),i,i
CCOC(=O)Cn1c(=NC(=O)c2cc(-c3cccs3)nc3ccccc23)sc2cc(S(N)(=O)=O)ccc21,i,i
Cn1nccc1NS(=O)(=O)c1ccc(NC(=O)C(F)(F)F)cc1,i,i
O=C(O)/C=C/C(=O)c1ccc2c(c1)CCc1ccccc1-2,i,i
COc1cc(/C=N/NC(N)=S)ccc1OCc1ccc(C)cc1,i,i
CCOc1ccc2oc(C(=O)N3CCN(c4ccccn4)CC3)c(C)c2c1,i,i
Cc1onc(-c2c(F)cccc2Cl)c1C(=O)c1ccccc1O,i,i
Cc1nc2cc(NC(=O)c3cccc(S(C)(=O)=O)c3)ccc2o1,i,i
COc1cc(OC)c(C(=S)N2CCCC2)cc1OC,i,i
Nc1ccc(N)c(C(=O)O)c1,i,i
CCc1cc2c(cc3c(=O)n(CC(=O)NCCCN(CC)CC)nc(CC)n32)s1,i,i
C[C@@H]1CCC2[C@](C)(CO)[C@@H](O)CC[C@]2(C)[C@@]12CCC(CO)(CCO)O2 (stereo not given in full),i,i
Cc1ccc(CCNC(=O)C2CCCN(S(=O)(=O)c3c(C)noc3C)C2)cc1 (stereo not given),i,i
CCn1nc(C(=O)O)c(=O)c2cc3c(cc21)OCO3,i,i
Cc1ccc2c(COC(=O)c3n[nH]c4ccccc34)cc(=O)oc2c1,i,i
CCC(=O)c1ccc(OCC(O)Cn2nc(C)c(Br)c2C)cc1 (stereo not given),i,i
O=C(c1ccccc1[N+](=O)[O-])N1CC2C3C=CC(C3)C2C1 (stereo not given),i,i
